Bioassay records: PubChem, several laboratories
NR2E3 ag-1 – NR2E3 agonists in two-hybrid cells, primary screen, cell-based, luminescence, CHO-S, Gal4-NCOR/VP16-NR2E3. Photoreceptor-specific nuclear receptor (Homo sapiens), Q9Y5X4. luciferase. inhibition of corepressor binding, % at 3.98 µM. 360,000 tested, 0.35% active. AID 602229, 2012;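 active = inhibition above the mean of all tested compounds plus 3 SD, cut at about 70% in these data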;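 note: 0% = DMSO with NR2E3 transfected cells and 100% = cells lacking NR2E3 construct; higher means lower luciferase signal from less NR2E3 corepressor binding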
NR2E3 ag-2 – inhibitors of NR2E3-RetCOR corepressor binding, primary screen, NR2E3 agonist project, biochemical, TR-FRET, GST-NR2E3, biotin-RetCOR. 1536-well. inhibition of corepressor binding, % at 4.78 µM. 320,000 tested, 0.12% active. AID 2300, 2010;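 active = percent inhibition above the cutoff of mean plus 3 SD of all tested compounds, set per screening campaign, cut at about 20% in these data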;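 note: 0% = DMSO wells and 100% = biotin wells as full block of FRET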
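Test system: GST-NR2E3 and biotin-RetCOR proteins | Quantity: 1.35 nM GST-tagged NR2E3 final | Medium: Tris pH 7.5 | Also added: 7 nM biotin-RetCOR | Dosing: Compound at 4.8 µM, single dose | Timing: 5 h at 4 °C | Detection: Time-resolved FRET | Read-out basis: Percent inhibition | Benchmarks: Biotin wells as high control, 0.6% DMSO wells as low control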
Cardio protect – cardioprotection against H2O2-induced cell death, primary screen, uHTS, H9c2 cells, ATPLite luminescence | H9c2 cardiomyocytes, H2O2 injury protection, 2 h | protection from H2O2 cell death, % at 20 µM | 360,000 tested, 0.63% active;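 active = compounds giving at least 50% protection of heart cells from peroxide-induced death in the single-dose screen, raw or plate-pattern-corrected value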;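 note: 0% = DMSO wells with peroxide and 100% = DMSO wells without peroxide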
iPSC survival up – enhancers of single-cell hiPSC survival, primary screen, ATPlite luminescence; survival enhancement, % at 20 µM; 360,000 tested, 0.044% active; AID 602274, 2012; 100% = ROCK inhibitor wells, 0% = DMSO; in the data active = survival enhancement above about 18%;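 note: cells exposed to compounds for 16 hours before the ATP read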
HIF-2a block – HIF-2a reporter inhibitors, primary screen, luminescence, 786-0 RCC cells; 786-0 RCC cells HIF-2a reporter, luciferase luminescence, overnight; inhibition, % at 18.8 µM; 360,000 tested, 0.72% active;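 active = inhibition of the luminescence signal of 40% or more relative to plate controls, in a single-dose primary screen at 18.75 µM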
CaV13 FRET inh – Disruptors of the CACNA1D IQ motif to Ca2+-dependent inactivation inhibitor domain association, primary screening, Förster resonance energy transfer in intact living … | HEK cells, CFP/YFP FRET ICDI-IQ, plate reader, 10 min; percent FRET-ratio fall versus neutral wells | inhibition, % at 12.3 µM | 340,000 tested, 0.098% active;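 active = mean replicate inhibition of at least 30% and at least 1% of replicates passing that level; inconclusive = only one of the two criteria is met; inactive = neither criterion is met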;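 note: 0% = median of the neutral control wells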
m5-HT2A agonist – mouse Htr2a agonists via beta-arrestin recruitment, primary screen, cell-based, luminescence. 5-hydroxytryptamine receptor 2A (Mus musculus), P35363. activation, % at 7.6 µM. CHO-K1 mHTR2A beta-arrestin complementation; percent of 30 µM serotonin response. 360,000 tested, 0.66% active;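 active = activation above a run cutoff, the mean activation of all tested compounds plus 3 SD, cut at about 14% in these data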;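 note: 0% = plate median of compound wells and 100% = 30 µM serotonin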
Target sequence (P35363 whole entry, looked up): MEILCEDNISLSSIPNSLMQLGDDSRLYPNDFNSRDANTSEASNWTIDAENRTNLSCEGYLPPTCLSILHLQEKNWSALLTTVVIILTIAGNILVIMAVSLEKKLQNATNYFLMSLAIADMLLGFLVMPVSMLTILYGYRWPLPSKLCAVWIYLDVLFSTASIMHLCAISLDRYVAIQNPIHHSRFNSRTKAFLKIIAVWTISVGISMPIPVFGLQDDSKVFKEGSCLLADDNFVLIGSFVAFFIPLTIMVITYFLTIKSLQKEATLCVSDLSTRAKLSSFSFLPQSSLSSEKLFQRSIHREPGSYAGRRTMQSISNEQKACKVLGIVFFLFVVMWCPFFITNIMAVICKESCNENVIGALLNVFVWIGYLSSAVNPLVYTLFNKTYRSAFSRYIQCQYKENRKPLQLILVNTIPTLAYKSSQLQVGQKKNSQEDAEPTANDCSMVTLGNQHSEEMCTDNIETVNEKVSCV
PDI turbidity – inhibitors of human PDI, primary screen, biochemical, turbidity, single point, plate reader; Protein disulfide-isomerase (Homo sapiens), P07237; PDI insulin aggregation turbidity, A650, 90 min; inhibition, % at 10 µM; 350,000 tested, 0.052% active; AID 588391, 2011;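 active = mean inhibition across replicates of 30% or more, whatever share of single replicates reach that level; inconclusive = mean inhibition below 30% while every single replicate reaches 30%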;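 note: absorbance from insulin aggregation driven by PDI reduction with DTT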
Target sequence (P07237 whole entry, looked up): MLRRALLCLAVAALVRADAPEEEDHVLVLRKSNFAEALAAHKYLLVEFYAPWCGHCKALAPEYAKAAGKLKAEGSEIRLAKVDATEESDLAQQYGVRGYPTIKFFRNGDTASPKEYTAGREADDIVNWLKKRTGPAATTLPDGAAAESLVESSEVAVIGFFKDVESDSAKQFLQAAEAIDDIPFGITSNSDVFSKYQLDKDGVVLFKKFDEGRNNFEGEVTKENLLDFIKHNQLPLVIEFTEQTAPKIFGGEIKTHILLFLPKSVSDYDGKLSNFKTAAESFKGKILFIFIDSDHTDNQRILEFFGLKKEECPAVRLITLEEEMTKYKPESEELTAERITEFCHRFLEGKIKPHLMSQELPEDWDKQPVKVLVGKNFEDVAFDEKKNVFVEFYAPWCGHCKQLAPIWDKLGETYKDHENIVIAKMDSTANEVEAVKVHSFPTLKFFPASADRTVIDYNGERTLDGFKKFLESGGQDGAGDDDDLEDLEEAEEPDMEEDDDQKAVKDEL
Shn3 3UTR inh – reduction of Shn3 3'UTR firefly luciferase signal, primary screen, Schnurri-3 inhibitor project, cell-based, Clone20 osteoblasts, set 2; inhibition, % at 12.5 µM; 360,000 tested, 0.52% active; Clone20 osteoblast Shn3 3'UTR firefly luciferase, 24 h;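 active = mean inhibition of at least 75% with every replicate also reaching 75%; inconclusive = mean inhibition at least 75% but some replicate below; inactive = mean inhibition below 75%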;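 note: 0% = median of neutral control wells and 100% = pilot-screen positive control compound; some compounds past the cut are filed as inactive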
TRPM1 prom inh – inhibitors of MITF-dependent TRPM1 promoter reporter, primary screen, cell-based, SK-MEL-5, single point, luciferase | SK-MEL-5 TRPM1 promoter luciferase, 24 h | inhibition, % at 12.5 µM | 330,000 tested, 0.83% active;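 active = mean inhibition across replicates of 60% or more, whatever share of single replicates reaches that level; inconclusive = some that reach 60%, reason not given; inactive = mean inhibition across replicates below 60%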; note: values of inactives mirror those of a sister screen read the other way
Peg3 promoter – Peg3 promoter-driven luciferase inhibitors, primary screen, cell-based, HeLa, luciferase luminescence. HeLa PEG-Prom luciferase reporter, overnight. inhibition, % at 20 µM. 360,000 tested, 1.7% active;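 active = inhibition of at least 50% at 20 µM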
Starred values were filed as active, the others as inactive.

Results for CCOC(=O)c1c(NC(=O)C(NCCN(C)C)c2ccccc2)sc2c1CCCC2 (centres undefined) ?
NR2E3 ag-1: 19; NR2E3 ag-2: -1; Cardio protect: -20; iPSC survival up: 0.0; HIF-2a block: 5; CaV13 FRET inh: -2; m5-HT2A agonist: -7; PDI turbidity: 0; Shn3 3UTR inh: -8; TRPM1 prom inh: 76*; Peg3 promoter: 106*

How did Cc1ccc(C(=O)NC(C)c2ccc3c(c2)OCO3)s1 (centres undefined) do in these assays?
NR2E3 ag-1: -4; NR2E3 ag-2: -4; Cardio protect: -9; iPSC survival up: -0.2; HIF-2a block: -1; CaV13 FRET inh: -1; m5-HT2A agonist: -4; PDI turbidity: 6; Shn3 3UTR inh: 13; TRPM1 prom inh: 4; Peg3 promoter: -7

What do the screens show for `Cn1c(=O)c(=O)n(C)c2cc(N3CCCC3)c(NS(=O)(=O)c3ccc(Cl)cc3)cc21`?
NR2E3 ag-1: 11; NR2E3 ag-2: -2; Cardio protect: 18; iPSC survival up: 0.0; HIF-2a block: 0; CaV13 FRET inh: -7; m5-HT2A agonist: 2; PDI turbidity: 16; Shn3 3UTR inh: -2; TRPM1 prom inh: 16; Peg3 promoter: 1

How did COc1ccc(-n2c(C)cc(C(=O)COC(=O)c3cc(NC(=O)c4cccs4)c(OC)c(OC)c3)c2C)cc1 do in these assays?
NR2E3 ag-1: -19; NR2E3 ag-2: 3; Cardio protect: 20; iPSC survival up: -0.4; HIF-2a block: 1; CaV13 FRET inh: -7; m5-HT2A agonist: -1; PDI turbidity: 2; Shn3 3UTR inh: -2; TRPM1 prom inh: 0; Peg3 promoter: 2

How did Cc1cc(C)c2c(=O)n(CC(=O)Nc3cccc(Cl)c3C)sc2n1 do in these assays?
NR2E3 ag-1: 5; NR2E3 ag-2: -1; Cardio protect: -21; iPSC survival up: 0.1; HIF-2a block: 17; CaV13 FRET inh: -4; m5-HT2A agonist: 0; PDI turbidity: 4; Shn3 3UTR inh: -12; TRPM1 prom inh: 4; Peg3 promoter: 49

Results for CC(=O)c1c(O)cc2c3c1OC(C)(C)C1CCC(C)(CC31)O2 (centres undefined) ?
NR2E3 ag-1: -17; Cardio protect: 0; iPSC survival up: 8.6; HIF-2a block: 12; CaV13 FRET inh: -7; m5-HT2A agonist: 7; PDI turbidity: -6; Shn3 3UTR inh: 36; Peg3 promoter: 44

What do the screens show for `CNC(=O)C(=O)N/N=C/c1ccc(Br)cc1`?
NR2E3 ag-1: -9; NR2E3 ag-2: -1; Cardio protect: -2; iPSC survival up: 2.9; HIF-2a block: -147; CaV13 FRET inh: 0; m5-HT2A agonist: 3; PDI turbidity: 1; Shn3 3UTR inh: -17; TRPM1 prom inh: -9; Peg3 promoter: -53

What do the screens show for `COc1ccc(-c2nnc(NC(=O)CSc3ccc(C)cc3)s2)cc1OC`?
NR2E3 ag-1: -20; NR2E3 ag-2: 1; Cardio protect: -5; iPSC survival up: 0.3; HIF-2a block: 7; CaV13 FRET inh: -19; m5-HT2A agonist: 0; PDI turbidity: -2; Shn3 3UTR inh: 2; TRPM1 prom inh: -9; Peg3 promoter: 15

What do the screens show for `CC1(OC(=O)C2CCCC2)C(=O)C=C2C=C(c3ccsc3)N(Cc3ccc4c(c3)OCO4)C=C2C1=O` (centres undefined)?
NR2E3 ag-1: -35; NR2E3 ag-2: 2; Cardio protect: -4; iPSC survival up: -1.5; HIF-2a block: 10; CaV13 FRET inh: -10; m5-HT2A agonist: -1; PDI turbidity: 9; Shn3 3UTR inh: 12; TRPM1 prom inh: 13; Peg3 promoter: 1

What do the screens show for `COc1ccc2c(c1OC)C(=O)N(c1ccc(C)cc1)C2=O`?
NR2E3 ag-1: 10; NR2E3 ag-2: 2; Cardio protect: -7; iPSC survival up: 0.3; HIF-2a block: -99; CaV13 FRET inh: -17; m5-HT2A agonist: 0; PDI turbidity: -2; Shn3 3UTR inh: -20; TRPM1 prom inh: -20; Peg3 promoter: -60

How did COC(=O)c1cc(S(=O)(=O)NCc2cc(OC)c(OC)c(OC)c2)cn1C do in these assays?
NR2E3 ag-1: -19; NR2E3 ag-2: -5; Cardio protect: 8; iPSC survival up: -0.2; HIF-2a block: 7; CaV13 FRET inh: -6; m5-HT2A agonist: 2; PDI turbidity: -2; Shn3 3UTR inh: -1; TRPM1 prom inh: 6; Peg3 promoter: 18

How did Cc1cc(C)c2cc(C(c3nnnn3CC3CCCO3)N3CCN4CCCC4C3)c(=O)[nH]c2c1 (centres undefined) do in these assays?
NR2E3 ag-1: -14; NR2E3 ag-2: 0; Cardio protect: -1; iPSC survival up: 1.9; HIF-2a block: 7; CaV13 FRET inh: -10; m5-HT2A agonist: -6; PDI turbidity: 0; Shn3 3UTR inh: 7; TRPM1 prom inh: -3; Peg3 promoter: 7

What do the screens show for `O=C(NCc1n[nH]c(=S)n1-c1ccccc1)c1ccc(S(=O)(=O)N2CCCCC2)cc1`?
NR2E3 ag-1: -11; NR2E3 ag-2: 2; Cardio protect: 1; iPSC survival up: 0.2; HIF-2a block: 5; CaV13 FRET inh: -7; m5-HT2A agonist: 1; PDI turbidity: 1; Shn3 3UTR inh: 12; TRPM1 prom inh: -11; Peg3 promoter: 11

How did CC(=O)CCN1CCOCC1 do in these assays?
NR2E3 ag-1: -6; NR2E3 ag-2: 4; Cardio protect: -5; iPSC survival up: -1.1; HIF-2a block: 14; m5-HT2A agonist: 3; PDI turbidity: -11; Shn3 3UTR inh: 1; TRPM1 prom inh: 9; Peg3 promoter: 7

What do the screens show for `CCOC(=O)c1ccc(NS(=O)(=O)c2cnc[nH]2)cc1`?
NR2E3 ag-1: 4; NR2E3 ag-2: 2; Cardio protect: -7; iPSC survival up: 3.6; HIF-2a block: 20; CaV13 FRET inh: -4; m5-HT2A agonist: 3; PDI turbidity: -4; Shn3 3UTR inh: 24; TRPM1 prom inh: -2; Peg3 promoter: 8

How did O=C(CCC(=O)N(CC(=O)NC1CCCC1)Cc1ccc2c(c1)OCO2)Nc1ccccn1 do in these assays?
NR2E3 ag-1: 16; NR2E3 ag-2: -1; Cardio protect: 3; iPSC survival up: 0.1; HIF-2a block: 21; m5-HT2A agonist: 3; PDI turbidity: -12; Shn3 3UTR inh: 14; TRPM1 prom inh: -7; Peg3 promoter: 24

How did Cc1cc2cc(CNC(=O)Cc3ccc([N+](=O)[O-])cc3)ccc2n1C do in these assays?
NR2E3 ag-1: -3; NR2E3 ag-2: 0; Cardio protect: -3; iPSC survival up: -2.2; HIF-2a block: 6; CaV13 FRET inh: -5; m5-HT2A agonist: 2; PDI turbidity: -3; Shn3 3UTR inh: 1; TRPM1 prom inh: 16; Peg3 promoter: 10

How did CCCc1cc(NCCCn2ccnc2)n2nc(C)c(-c3ccccc3)c2n1 do in these assays?
NR2E3 ag-1: -17; NR2E3 ag-2: -4; Cardio protect: 14; iPSC survival up: -0.8; HIF-2a block: 30; CaV13 FRET inh: -4; m5-HT2A agonist: -1; PDI turbidity: -3; Shn3 3UTR inh: 2; TRPM1 prom inh: 1; Peg3 promoter: 24

Results for CCCN(CCO)Cc1cccc(Oc2ccccc2)c1 ?
NR2E3 ag-1: -5; NR2E3 ag-2: -1; Cardio protect: 0; iPSC survival up: 1.2; HIF-2a block: 1; CaV13 FRET inh: -6; m5-HT2A agonist: -4; PDI turbidity: 1; Shn3 3UTR inh: -20; TRPM1 prom inh: -4; Peg3 promoter: 14

Results for Cc1ccccc1Nc1nc(N)nc(COC(=O)C(NC(=O)c2ccco2)C(C)C)n1 (centres undefined) ?
NR2E3 ag-1: -10; NR2E3 ag-2: 3; Cardio protect: 6; iPSC survival up: 0.2; HIF-2a block: 10; CaV13 FRET inh: -4; m5-HT2A agonist: 1; PDI turbidity: -2; Shn3 3UTR inh: -7; TRPM1 prom inh: 7; Peg3 promoter: -5

Results for CCCCCCn1c2c(c(=N)c3c1CCC3)CCC2 ?
NR2E3 ag-1: 11; NR2E3 ag-2: 0; Cardio protect: -9; iPSC survival up: -3.0; HIF-2a block: -4; CaV13 FRET inh: -4; m5-HT2A agonist: -1; PDI turbidity: 20; Shn3 3UTR inh: 70; TRPM1 prom inh: inconclusive; Peg3 promoter: 40

Results for OCCN1CCN(c2nccn3ccnc23)CC1 ?
NR2E3 ag-1: -33; Cardio protect: 10; iPSC survival up: -1.3; HIF-2a block: 10; CaV13 FRET inh: -6; m5-HT2A agonist: -1; PDI turbidity: 3; Shn3 3UTR inh: -8; Peg3 promoter: 2

Results for CCc1ccc(N2CC(C(=O)OCC(=O)NNC(=O)c3ccccc3)CC2=O)cc1 (centres undefined) ?
NR2E3 ag-1: 0; NR2E3 ag-2: -2; Cardio protect: -4; iPSC survival up: -0.1; HIF-2a block: 12; CaV13 FRET inh: -5; m5-HT2A agonist: -5; PDI turbidity: 3; Shn3 3UTR inh: -8; TRPM1 prom inh: -15; Peg3 promoter: 10

What do the screens show for `Cn1c2c(c(=O)n3ncnc13)CCCC2`?
NR2E3 ag-1: 17; NR2E3 ag-2: -4; Cardio protect: 0; iPSC survival up: -0.4; HIF-2a block: 6; CaV13 FRET inh: 0; m5-HT2A agonist: 2; PDI turbidity: 4; Shn3 3UTR inh: 2; TRPM1 prom inh: 7; Peg3 promoter: 5

What do the screens show for `CC(C)c1nc(CNC(=O)C2CCC(=O)N(Cc3ccc(Cl)cc3)C2)no1` (centres undefined)?
NR2E3 ag-1: -28; NR2E3 ag-2: 4; Cardio protect: 1; iPSC survival up: -0.5; HIF-2a block: 5; CaV13 FRET inh: -2; m5-HT2A agonist: -2; PDI turbidity: -14; Shn3 3UTR inh: 4; TRPM1 prom inh: 17; Peg3 promoter: -6
